KOR beta-arrestin-1: kappa opioid receptor activators – cell-based, luminescence, uHTS, primary screen (AID 1777) | KOR beta-arrestin recruitment, luminescence; higher % means a stronger effect | activation, % at 10 µM; hits with a dose series show EC50 in µM | actives 0.02% (n = 280,000); in the data active = activation above about 50%, passing the limit was not always enough; note: a part of the inactive calls stands beside numbers as strong as those of hits
P. falciparum M1AAP: P. falciparum M1AAP inhibitors, biochemical, fluorogenic H-Leu-NHMec substrate, 1536-well (AID 1445); recombinant M1AAP, H-Leu-NHMec fluorogenic kinetic assay; higher % means a stronger effect; one-dose inhibition, % at 30 µM; IC50 in µM for titrated hits; actives 0.42% (n = 220,000);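 active = primary inhibition above the hit cutoff, then over 50% inhibition at one or more dose response concentrations, cut at about 23% in these data, passing the limit was not always enough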;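 note: plate controls were DMSO full reaction for no effect and no enzyme background for full effect; strong numbers were not always called active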
P. falciparum M17LAP: P. falciparum M17LAP inhibitors, primary screen, biochemical, fluorogenic H-Leu-NHMec substrate, 1536-well (AID 1619); recombinant M17LAP, H-Leu-NHMec fluorogenic kinetic assay; higher % means a stronger effect; inhibition, % at 30 µM; hits with a dose series show IC50 in µM; actives 0.38% (n = 220,000);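 active = compound inhibiting the enzyme by more than half at any dose during confirmatory dose-response retesting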;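 note: plate controls were full reaction with DMSO carrier for no effect and no enzyme background for full effect; strong numbers were not always called active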
AID2073: inhibitors of Mint1-CaV2.2 protein interaction, biochemical, HTRF (AID 2073). HTRF protein-protein interaction, Mint1-CaV2.2; higher % means a stronger effect. inhibition, % at 20 µM; hits with a dose series show IC50 in µM. actives 0.19% (n = 290,000); in the data active = inhibition mostly above about 51%, no sharp cut-off; note: some results filed as inactive read as strong as hits
HEK293 NOD2/NF-kB: NOD2 signaling inhibitors, cell-based, luminescence, uHTS, HEK293 (AID 1566); HEK293 NOD2/NF-kB luciferase reporter, luminescence; higher % means a stronger effect; inhibition, % at 4 µM; hits with a dose series show EC50 in µM; actives 0.63% (n = 290,000); note: many of its hits are not listed in these tables
NOD1 NF-kB reporter: inhibition of NOD1-driven NF-kB reporter – cell-based, luminescence, uHTS, primary screen (AID 1578). NOD1-driven NF-kB luciferase reporter cells, luminescence; higher % means a stronger effect. one-dose inhibition, % at 4 µM; EC50 in µM for titrated hits. actives 1% (n = 290,000); in the data active = inhibition mostly above about 36%, no sharp cut-off; inactive = mostly below about 34%;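 note: HEK-293T reporter cells stimulated with the NOD1 agonist gamma-tri-DAP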
KOR beta-arrestin-2: KOR antagonists, beta-arrestin recruitment, cell-based, luminescence, uHTS (AID 1778); inhibition, % at 10 µM, or IC50 in µM where a hit was titrated; actives 0.091% (n = 290,000); KOR beta-arrestin recruitment, luminescence, antagonist mode; higher % means a stronger effect; note: strong numbers were not always called active
Dynein cargo inh: blocks dynein driven cargo transport along microtubules | 3617.4 mouse cells, GR-EGFP nuclear translocation imaging; test concentration mostly 20 µM; stimulated with dexamethasone, 1 µM; active compounds read low | z-score, hits read low | actives 0.47% (n = 220,000);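 active = plate z-score of nuclear minus cytoplasmic receptor signal below a set negative limit, without overly bright fluorescence or cell loss, cut at about -3.5 in these data, passing the limit was not always enough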;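 note: z-score of nuclear minus cytoplasmic ring GR-EGFP intensity difference per well; some compounds called inactive have numbers as strong as hits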
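Medium: Induction medium lacking tetracycline, stripped serum | Probe or stimulus: 1.0 µM final dexamethasone stimulus | Schedule: 48 h induction, then 1 h compound, then 30 min agonist, 37 °C | Signal: Automated 10x imaging of fixed Hoechst-stained cells | Evaluation: Per-cell GR-EGFP intensity, nucleus versus surrounding cytoplasmic ring, well-averaged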
GPR55 beta-arrestin: selective activators of receptor GPR55 – imaging, U2OS cells, beta-arrestin-GFP redistribution, primary screen (AID 1961); U2OS GPR55 beta-arrestin-GFP redistribution imaging; higher % means a stronger effect; one-dose activation, % at 10 µM; EC50 in µM for titrated hits; actives 0.048% (n = 290,000);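 active = activation above 40% with more than 50 cells counted in the well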;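 note: U2OS osteosarcoma cells stably expressing GPR55 and beta-arrestin-GFP; plate controls were DMSO negative control for no effect and LPI positive control for full effect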
Dynein cargo inh cytoplasmic EGFP: recorded beside Dynein cargo inh, whose call it bears; z-score; measured here: cytoplasmic GR-EGFP intensity; active compounds read high
Dynein cargo inh nuclear GR-EGFP: second read-out of Dynein cargo inh, no call of its own (marks repeat the call); z-score; measured here: nuclear GR-EGFP intensity;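 lower value marks the stronger effect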
Dynein cargo inh cell count: recorded beside Dynein cargo inh, whose call it bears; z-score; measured here: cell count per field
Numbers without * were called inactive; nt = no result given; [ ] = another dose, or the depositor's remark. Cut-off read from the data, not from the text of the source, unless noted: active = inhibition above about 50%; inactive = the rest. These rows are one share of the data. The share of hits here may be higher or lower than overall.

SMILES	KOR beta-arrestin-1	P. falciparum M1AAP	P. falciparum M17LAP	AID2073	HEK293 NOD2/NF-kB	NOD1 NF-kB reporter	KOR beta-arrestin-2	Dynein cargo inh	Dynein cargo inh cytoplasmic EGFP	Dynein cargo inh nuclear GR-EGFP	Dynein cargo inh cell count	GPR55 beta-arrestin
CC1(C)Cc2c(c(-c3ccco3)[nH]c(=O)c2C#N)CS1	1.9%	16.0%	22.9%	13.1%	7.0%	-27.7%	17.1%	1.89	-0.136	1.26	-0.653	-0.1%
COc1cc(C2C(C(=O)c3ccco3)=C(O)C(=O)N2CC2CCCO2)ccc1O (centres undefined)	-0.7%	nt	nt	1.2%	7.2%	-19.5%	-32.1%	nt	nt	nt	nt	0.3%
CC1=NNC(=O)C1Cc1ccccc1C (centres undefined)	-7.0%	nt	nt	6.9%	17.5%	0.8%	40.6%	nt	nt	nt	nt	0.0%
Cc1ccc(S(=O)(=O)NCC(=O)NCc2cc(=O)n(C)c(=O)n2C)cc1C	0.8%	nt	nt	0.3%	-5.7%	-3.9%	16.8%	nt	nt	nt	nt	-0.2%
O=C(NCCCCCCNC(=O)c1cccs1)c1cccs1	nt	nt	nt	-3.7%	11.0%	-27.0%	-28.1%[20 µM]	-0.397	-0.029	0.152	-0.359	0.7%
CCn1cnc2cc([N+](=O)[O-])ccc21	-6.0%	7.4%	-7.3%	-11.0%	6.5%	-52.6%	21.8%	-0.678	-0.224	-0.722	0.942	0.0%
Cc1ccc(S(=O)(=O)NCCOc2nc(N(C)C)nc(N3CCOCC3)n2)cc1	-1.7%	4.3%	0.9%	-1.7%	3.0%	-5.5%	1.4%	-0.23	0.0812	0.17	1.66	-0.1%
COC(CNC(=O)CCc1c(C)nc2c(c(C)nn2-c2ccc(C)cc2)c1C)OC	-3.3%	nt	nt	12.0%	25.0%	-8.4%	-27.5%	nt	nt	nt	nt	0.0%
COc1cccc(CN(C(=O)CN2C(=O)c3ccccc3S2(=O)=O)C(C(=O)NCC2CCCO2)c2ccco2)c1 (centres undefined)	7.2%	nt	nt	6.6%	-13.8%	12.7%	-44.6%	nt	nt	nt	nt	-0.1%
Cn1c2c(c3cc([N+](=O)[O-])ccc31)CCCC2	-0.8%	nt	nt	8.0%	-6.8%	-11.2%	-12.1%	nt	nt	nt	nt	-0.2%
C=CCN(c1ccccc1)S(=O)(=O)c1cccc(C(=O)O)c1	-0.9%	2.6%	-2.7%	14.4%	20.0%	-11.3%	-37.6%	-0.464	0.0505	0.0794	0.225	-0.1%
CC(C)(C)c1cc(C(=O)O)n[nH]1	5.7%	18.7%	-9.2%	-2.6%	-0.9%	2.5%	-68.0%	1.32	-0.363	0.215	-0.44	0.0%
Cn1cc(Br)c(C(=O)NC2CCCCC2)n1	0.0%	-2.3%	8.0%	-0.3%	5.7%	nt	-3.7%	0.803	-0.00176	-0.44	0.152	-0.2%
COC(=O)c1sccc1NC(=O)CCC1CCCC1	-1.3%	3.3%	-8.2%	-5.4%	6.0%	-12.4%	-38.6%	0.558	-0.0383	0.634	0.225	-0.1%
CC1(C)Oc2ccc3ccc(=O)oc3c2C(/C=N/O)=C1Cl	-0.8%	nt	nt	16.7%	9.2%	-15.0%	-44.1%[20 µM]	nt	nt	nt	nt	-0.3%
CCCc1nnc(NC(=O)C(=O)NCCN(C)C)s1	4.1%	4.6%	-2.5%	-0.9%	-13.9%	-1.4%	7.5%	-0.629	-0.296	-0.37	0.739	0.0%
COc1ccc(OC)c(NC(=O)C(CCS(C)(=O)=O)NC(C)=O)c1 (centres undefined)	0.2%	1.4%	-5.2%	-2.3%	-4.8%	-47.9%	-39.9%	nt	nt	nt	nt	-0.1%
COc1ccc(CCNC(=O)CN2C(=O)COc3ccc(S(=O)(=O)N4CCOCC4)cc32)c(OC)c1	4.5%	nt	nt	2.7%	5.1%	-12.7%	14.3%	nt	nt	nt	nt	-0.4%
CCOC(=O)C1=C(CC)OC(N)=C(C#N)C1c1ccc(OC)cc1OC (centres undefined)	-0.2%	0.2%	-6.4%	9.7%	29.8%	-9.7%	-2.1%	-0.474	-0.206	-0.0185	0.442	-0.2%
CCC(C)NC(=O)CC(NS(=O)(=O)c1ccc(C)cc1)c1ccc(OC)cc1 (centres undefined)	-1.1%	4.1%	1.6%	-7.7%	1.2%	-19.3%	-32.1%	2.29	0.162	2.7	-2.09	-0.2%
COc1ccccc1CNC(=O)c1cccs1	0.6%	8.3%	4.9%	2.4%	5.9%	-1.5%	8.6%	1.07	-0.109	1.07	0.245	-0.2%
COc1ccccc1Nc1nnc(Cc2ccccc2)c(=O)[nH]1	1.6%	2.5%	0.4%	-8.0%	20.6%	-21.1%	-18.9%	-0.215	-0.0259	-0.164	0.437	-0.3%
COc1cccc2cc(C(=O)NCc3ccc(Cl)cc3)c(=N)oc12	58.4%	nt	nt	4.6%	-4.2%	85.8%*	-142.9%	nt	nt	nt	nt	-0.1%
CC1=CCC(C(=O)O)C(C(=O)O)C1 (centres undefined)	0.6%	2.6%	9.6%	1.1%	3.3%	-8.8%	-3.0%	-0.69	-0.217	-0.0882	0.375	-0.1%
Cn1cccc1Cc1nnc(SCC(=O)NCc2ccco2)n1CCc1ccccc1	3.9%	5.7%	4.8%	14.5%	-18.4%	-11.4%	-9.1%	-1.31	-0.293	-0.965	-0.2	-0.3%
More entries.
SMILES	KOR beta-arrestin-1	P. falciparum M1AAP	P. falciparum M17LAP	AID2073	HEK293 NOD2/NF-kB	NOD1 NF-kB reporter	KOR beta-arrestin-2	Dynein cargo inh	Dynein cargo inh cytoplasmic EGFP	Dynein cargo inh nuclear GR-EGFP	Dynein cargo inh cell count	GPR55 beta-arrestin
O=C(CSc1nc(C2CC2)nc2ccccc12)Nc1cccc(O)c1	-2.6%	nt	nt	2.7%	6.0%	10.0%	-4.5%	nt	nt	nt	nt	-0.3%
O=S(=O)(Nc1ccc(S(=O)(=O)N2CCOCC2)cc1)c1ccccc1	0.3%	-2.1%	10.5%	0.8%	9.4%	8.1%	27.9%	-0.136	-0.218	-0.0857	0.3	-2.3%
Cc1cn(C2OC(COC(=O)c3ccccc3)C(O)C2O)c(=O)[nH]c1=O (centres undefined)	-2.8%	2.6%	-7.8%	1.7%	-6.0%	-12.8%	13.5%	1.09	-0.353	0.451	-0.719	-0.3%
CCCn1c(CCC(=O)O)ccc1-c1ccc(F)cc1	-3.9%	13.0%	-4.6%	-1.8%	-2.0%	-7.0%	35.4%	-0.609	-0.277	-0.0819	0.522	-0.2%
Cc1cc(C)c(C#N)c(Nc2ccccc2)n1	1.5%	3.8%	-0.8%	6.8%	10.2%	-20.0%	-42.1%	-0.165	-0.24	0.293	-0.337	-0.4%
CC1CCCCN1C(=O)c1cc(F)c(F)cc1Cl (centres undefined)	5.2%	-1.1%	-4.4%	2.1%	10.8%	-2.7%	-13.3%	-0.634	-0.208	-0.199	0.324	-0.2%
CC1=Nc2cc(C(=O)N3CCCC3)ccc2Sc2ccc(C)cc21	9.8%	nt	nt	14.0%	-5.8%	-14.9%	-25.3%	nt	nt	nt	nt	-0.2%
N=C1/C(=C\c2ccc(OC(=O)c3ccccc3Cl)cc2)C(=O)N=C2SC(N3CCOCC3)=NN12	1.2%	nt	nt	9.1%	5.2%	-24.2%	-29.7%	nt	nt	nt	nt	0.0%
COC(=O)c1ccccc1NC(=O)c1ccco1	-6.7%	5.3%	3.3%	-3.2%	-8.4%	-8.1%	7.7%	0.193	-0.163	0.0996	0.0246	0.2%
N#Cc1c(N2CCSCC2)nsc1-c1ccccc1Cl	3.6%	nt	nt	29.9%	-26.7%	-15.1%	-1.1%	nt	nt	nt	nt	0.5%
CSc1ccccc1NC(=S)Nc1ccc(S(N)(=O)=O)cc1	-0.5%	5.2%	0.7%	0.8%	1.0%	-33.4%	0.1%	-0.689	-0.151	-0.219	0.714	-0.1%
O=c1[nH]c(SCCOc2ccccc2F)nc2ccccc12	-2.7%	15.8%	-0.9%	-3.6%	-38.3%	-49.7%	-41.1%	-0.231	-0.216	-0.249	-0.512	-0.1%
CN1CCN(c2ccc(Cl)cc2NC(=O)c2ccc(=O)n(C)n2)CC1	-6.2%	-1.6%	6.4%	13.2%	9.4%	-9.6%	-1.5%	-0.746	-0.0766	-0.269	1.12	-0.2%
Cc1ccc2c(c1)N(C(=O)CCC(=O)NCCN1CCOCC1)CC(C)O2 (centres undefined)	-3.6%	nt	nt	8.5%	13.7%	-4.1%	2.0%[20 µM]	nt	nt	nt	nt	-0.1%
CCN(CC)CCN(Cc1cc2cc(C)c(C)cc2[nH]c1=O)C(=S)NCc1ccco1	nt	6.2%	13.7%	0.8%	14.9%	-15.2%	-11.7%[20 µM]	-0.896	-0.209	-0.361	0.109	0.0%
Cc1oc2cc(O)cc(C)c2c(=O)c1-c1cnn(-c2ccccc2)c1	-0.6%	8.1%	-7.2%	9.5%	17.2%	2.7%	-56.2%	-0.19	-0.211	-0.221	0.254	-0.1%
COc1ccc(CNC(=O)[C@H](C)NC(=O)C2CC(=O)N(c3ccc(OC)cc3)C2)cc1 (some centres undefined)	-1.7%	nt	nt	4.2%	11.8%	-21.2%	-48.3%	nt	nt	nt	nt	0.6%

Compound profiles, from the list above. Order of screens: KOR beta-arrestin-1, P. falciparum M1AAP, P. falciparum M17LAP, AID2073, HEK293 NOD2/NF-kB, NOD1 NF-kB reporter, KOR beta-arrestin-2, Dynein cargo inh, Dynein cargo inh cytoplasmic EGFP, Dynein cargo inh nuclear GR-EGFP, Dynein cargo inh cell count, GPR55 beta-arrestin
Record of CCCn1c(CCC(=O)O)ccc1-c1ccc(F)cc1 : -3.9%, 13.0%, -4.6%, -1.8%, -2.0%, -7.0%, 35.4%, -0.609, -0.277, -0.0819, 0.522, -0.2%
Record of Cc1oc2cc(O)cc(C)c2c(=O)c1-c1cnn(-c2ccccc2)c1 : -0.6%, 8.1%, -7.2%, 9.5%, 17.2%, 2.7%, -56.2%, -0.19, -0.211, -0.221, 0.254, -0.1%
Record of Cc1cc(C)c(C#N)c(Nc2ccccc2)n1 : 1.5%, 3.8%, -0.8%, 6.8%, 10.2%, -20.0%, -42.1%, -0.165, -0.24, 0.293, -0.337, -0.4%

Compound activity (PubChem BioAssay)
